Screening results (PubChem BioAssay)
JMJD2A Tudor inh: qHTS Assay for Inhibitors of JMJD2A-Tudor Domain. Lysine-specific demethylase 4A (Homo sapiens), O75164. Potency, µM (titrated, usually from 114 µM), for the others: at the highest dose activity change, negative = inhibition, actives largely listed as inhibitors. actives 4.4% (n = 390,000). AlphaScreen JMJD2A-Tudor / H3K4me3 peptide binding; note: % is set by controls: 0 for no effect and ±100 for the full control effect; nearly all actives have a fitted effect of over 50% in size
HP1b chromo inh: HTS for Inhibitors of HP1-beta Chromodomain Interactions with Methylated Histone Tails; AlphaScreen HP1-beta / biotin-H3K9me3 peptide binding; Potency, µM (titrated, usually from 114 µM), for the others: top-dose activity change, negative = inhibition, usual class: inhibitors; actives 0.56% (n = 390,000); AID 540317, 2011; note: nearly all actives have a fitted effect of over 70% in size; inactives centre near 23
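Compound inhibition of the preformed complex between 50 nM HP1-beta and 50 nM biotinylated H3K9me3 peptide was read by AlphaScreen. Buffer was PBS pH 7.4 with 0.01% Tween-20. Incubations ran 30 min at room temperature, with 10 ug/mL donor/acceptor beads.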
GLS inhibitor: qHTS for Inhibitors of Glutaminase (GLS); Glutaminase kidney isoform, mitochondrial (Homo sapiens), O94925; actives 0.21% (n = 410,000); GLS enzymatic activity, qHTS titration; Potency, µM (series often up to 45.5 µM), inactives show at the top dose activity change, negative = inhibition, actives largely listed as inhibitors; note: % is set by controls: 0 for no effect and ±100 for the full control effect
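Two-point fluorescence kinetic (t0, 30 min RT) for hKGA; glutamate detected via glutamate oxidase–HRP–Amplex Red. Substrate: 1 mM L-glutamine solution; buffer 45 mM KH2PO4, pH 8.2.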
PGK inhibitor: qHTS Assay to Find Inhibitors of Phosphoglycerate Kinase; Phosphoglycerate kinase, glycosomal (Trypanosoma brucei brucei), P07378; PGK/GAPDH coupled, Kinase-Glo luminescence, 60 min; Potency, µM (doses to about 57.5 µM), for inactives: at the highest dose activity change, negative = inhibition, actives largely listed as inhibitors; actives 0.043% (n = 380,000); note: % is set by controls: 0 for no effect and ±100 for the full control effect; nearly all actives have a fitted effect of over 60% in size
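Luminescent ATP detection (Kinase-Glo Plus) follows a 60-minute room-temperature incubation, with wells lacking PGK as controls. Buffer: 100 mM TEA (pH 7.6), 5 mM MgCl2, 0.01% Tween-20. Coupling enzyme GAPDH (100 nM final) supplies unstable 1,3-BPG in-well.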
Pin1 inhibitor: qHTS Assay to Find Inhibitors of Pin1; Pin1 FP peptide displacement, HiFluor488, 10 min; actives 0.009% (n = 390,000); Potency, µM (top dose mostly 115 µM), inactives show at the top dose activity, negative = inhibition, usual class: inhibitors; Peptidyl-prolyl cis-trans isomerase NIMA-interacting 1 (Homo sapiens), Q13526; active = well fitted inhibition curve with a large enough effect in the polarisation, with a control signal flat, not every such curve was filed as active; inconclusive = small, poorly fitted or top-dose-only effect, or effect the other way, or a change in a side signal; inactive = no such curve, though single readings can be large or run the other way; the % refers to the polarisation; note: % is set by controls: 0 for no effect and ±100 for the full control effect
BAZ2B block: qHTS Assay for Inhibitors of BAZ2B. Bromodomain adjacent to zinc finger domain protein 2B (Homo sapiens), Q9UIF8. AlphaScreen BAZ2B-H3K14Ac peptide displacement. Potency, µM (doses to about 114 µM), without a hit: at the highest dose activity change, negative = inhibition, most hits filed as inhibitors. actives 4.4% (n = 360,000). AID 504333, 2011; note: % is set by controls: 0 for no effect and ±100 for the full control effect; nearly all actives have a fitted effect of over 60% in size
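AlphaScreen displacement of biotin-H3(5-23)K14Ac peptide (50 nM final) from BAZ2B (50 nM final) in PBS pH 7.4, 0.01% Tween-20; complex preformed 30 min RT, then compounds (top 110 uM) 30 min RT, beads 20 min dark.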
G9a block: qHTS Assay for Inhibitors of Histone Lysine Methyltransferase G9a | Histone-lysine N-methyltransferase EHMT2 (Homo sapiens), Q96KQ7 | G9a H3K9 monomethylation, AlphaScreen, 2 h | Potency, µM (titrated, usually from 102 µM), without a hit: at the top dose activity, negative = inhibition, most hits filed as inhibitors | actives 8.8% (n = 350,000) | AID 504332, 2011; note: % is set by controls: 0 for no effect and ±100 for the full control effect; nearly all actives have a fitted effect of over 75% in size
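Quantitative HTS format: methyltransferase activity on a biotin-tagged H3K9 peptide is measured by AlphaScreen, using a rabbit anti-monomethyl-H3K9 antibody with streptavidin donor and anti-IgG acceptor beads. Final levels are 20 nM enzyme, 500 nM peptide, 20 uM SAM; 2 h RT.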
BLM inh: qHTS Assay for Inhibitors of Bloom's syndrome helicase (BLM); RecQ-like DNA helicase BLM (Homo sapiens), P54132; recombinant BLM DNA unwinding, fluorescence dequenching; Potency, µM (titrated, usually from 56.1 µM), without a hit: at the highest dose activity change, negative = inhibition, usual class: inhibitors; actives 0.2% (n = 350,000);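 note: plate controls were vehicle for no effect and no enzyme for full effect; nearly all actives have a fitted effect of over 35% in size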
Pol iota inh: qHTS for Inhibitors of Polymerase Iota; Pol iota fluorescent replication assay, 10 min; Potency, µM (doses to about 115 µM), without a hit: at the highest dose activity, negative = inhibition, hits mostly inhibitors; actives 1% (n = 390,000)
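Pol iota at 10 nM preincubated 15 min with compounds at room temperature; reaction started with fluorescent substrate, 50 nM final. Fluorescence read kinetically at 0 and 10 min; buffer-only wells as negative control.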
* = called active by the depositor; i = inactive; u = inconclusive; x = no result given; [ ] = remark or other dose. Unless noted, calls come from the whole dose curve; as a rule, active = well fitted curve in the direction sought with a large enough effect; inconclusive = small, poorly fitted or top-dose-only effect, or another doubt; inactive = no such curve, though single readings can be large; an effect the other way counts as inactive or inconclusive. Potency is the fitted concentration of half-maximal effect.

1: Cc1cccc(NC(=O)CN2CCN(C(=O)C3CCN(C(=O)/C=C/c4ccccc4)CC3)CC2)c1C
2: CCOC(=O)/C=c1/s/c(=C\c2c(OC)ccc3ccccc23)c(=O)n1CC(=O)NCC1CCCO1 (configuration not stated)
3: O=c1c(Cl)c(NCCO)cnn1-c1cccc(Cl)c1
4: O=C(Nc1cc(C(F)(F)F)ccc1Cl)C1CCN(c2nnc(-n3cccc3)s2)CC1
5: OC1CCC(Nc2ncnc3sccc23)CC1 (configuration not stated)
6: CCCCCc1nnc(NC(=O)CN2C(=O)C3CCCCC3C2=O)s1 (configuration not stated)

Compound	1	2	3	4	5	6
JMJD2A Tudor inh	-13%	-26%	-8%	-21%	0%	-10%
HP1b chromo inh	51%[activator]	18%	19%	-1%	16%	26%
GLS inhibitor	-8%	-1%	0%	1%	-14%	7%
PGK inhibitor	i	i	-1%	i	i	0%
Pin1 inhibitor	12%	u	-1%	4%	3%	-10%
BAZ2B block	6%	x	-5%	7%	-1%	-11%
G9a block	15%[2.33 µM]	x	4%	-12%[59 µM]	-3%	-6%
BLM inh	x	x	-2%	-4%	-2%	-2%
Pol iota inh	27%	-10%	14%	u	u	14%

7: COc1ccc(S(=O)(=O)N2CCOC23CCN(S(=O)(=O)c2ccc(Cl)cc2)CC3)cc1
8: COc1ccc(S(=O)(=O)N2CCN(c3ccccn3)CC2)c(OC)c1
9: CCOC(=O)c1c(C)[nH]c(C)c1C(=O)CSc1nc2ccccc2c(=O)n1-c1ccccc1C
10: COC(=O)[C@]1(S(=O)(=O)c2ccccc2)C[C@@H]2ON=C(c3ccc(OC)cc3)[C@@H]2C1
11: COc1cccc(OC)c1OCCCc1c(C)n[nH]c1C
12: NC1=NS(=O)(=O)NC1c1ccc(Br)cc1 (configuration not stated)

Compound	7	8	9	10	11	12
JMJD2A Tudor inh	-5%	-7%	u	-22%	-31%	-5%
HP1b chromo inh	30%	17%	-28%	33%	37%	21%
GLS inhibitor	1%	14%	5%	1%	-2%	-6%
PGK inhibitor	2%	-2%	-6%	-7%	4%	-1%
Pin1 inhibitor	14%	0%	11%	4%	1%	-5%
BAZ2B block	5%	-24%	u	-5%	-8%	2%
G9a block	8%[0.501 µM]	7%	-17%[59 µM]	x	12%[2.33 µM]	-4%
BLM inh	x	-4%	-12%	-7%	0%	-2%
Pol iota inh	21%	5%	-5%	4%	u	22%

13: O=C(C[n+]1cnn(CC(=O)c2ccc(Cl)cc2Cl)c1)c1ccc([N+](=O)[O-])cc1
14: O=C(C[n+]1ccccc1)N1c2ccccc2Sc2ccccc21
15: CCN=C1S/C(=C\c2ccc(-c3cccc(C(=O)O)c3)o2)C(=O)N1CC
16: CCOc1ccc(S(=O)(=O)N2CCN(C)CC2)c(C)c1C
17: Cc1cc(C(F)(F)F)c(C#N)c(SCC(=O)Nc2nc3ccccc3s2)n1
18: CCOc1ccccc1NC(=O)C(c1ccccc1)N1Cc2ccccc2C1=O (configuration not stated)

Compound	13	14	15	16	17	18
JMJD2A Tudor inh	u	-22%	u	-10%	-16%	-19%
HP1b chromo inh	-10%	29%	47%[activator]	19%	44%[activator]	20%
GLS inhibitor	-3%	-6%	u	12%	15%	-1%
PGK inhibitor	-8%	0%	-13%	10%	7%	-9%
Pin1 inhibitor	12%	2%	15%	-1%	u	2%
BAZ2B block	-37%	-21%	u	4%	3%	-8%
G9a block	21%[59 µM]	-41%	40µM*	u	5%[59 µM]	5%[59 µM]
BLM inh	-8%	4%	7%	-1%	-4%	-2%
Pol iota inh	2%	42%[activator]	u	9%	13%	6%

19: O=C(CS(=O)(=O)c1c[nH]c2ccccc12)N1CCCCC1
20: CC1=CCC(C(=O)O)(C(=O)N/N=C/c2cccs2)C(c2ccc(Cl)cc2)C1 (configuration not stated)
21: O=C1CN(S(=O)(=O)c2cc(C(=O)O)ccc2Cl)c2ccccc2N1
22: COc1ccc(NC(=O)CCC(=O)NCc2ccco2)c([N+](=O)[O-])c1
23: CCCCCCc1c(O)c2ccccc2[nH]c1=O
24: Cc1ccc(C)c(N/C=C(\C#N)c2nc3ccccc3o2)c1

Compound	19	20	21	22	23	24
JMJD2A Tudor inh	-14%	-15%	u	2%	-21%	-21%
HP1b chromo inh	27%	16%	12%	30%	9%	12%
GLS inhibitor	6%	0%	0%	-2%	4%	6%
PGK inhibitor	-18%	20%	-18%	-2%	0%	-8%
Pin1 inhibitor	4%	3%	38%[activator]	-13%	2%	2%
BAZ2B block	-1%	-8%	-26%	-36%	-3%	x
G9a block	-36%	-4%[59 µM]	u	16%[59 µM]	-3%[59 µM]	x
BLM inh	1%	-11%	-16%	-3%	3%	x
Pol iota inh	-3%	22%	u	19%	6%	23%

Structures above marked active in G9a block.
15: CCN=C1S/C(=C\c2ccc(-c3cccc(C(=O)O)c3)o2)C(=O)N1CC

Compound	15
JMJD2A Tudor inh	u
HP1b chromo inh	47%[activator]
GLS inhibitor	u
PGK inhibitor	-13%
Pin1 inhibitor	15%
BAZ2B block	u
G9a block	40µM*
BLM inh	7%
Pol iota inh	u

(list continues)
25: CCOC(=O)c1[nH]cc(-c2ccccc2)c1N1CCOCC1
26: CN(c1ccccc1)S(=O)(=O)c1cccc(NC(=O)C2CC(=O)N(Cc3ccccc3)C2)c1 (configuration not stated)
27: COc1ccc(/C=C2\N=C(c3c(-c4ccccc4)noc3C)OC2=O)cc1OC
28: Cc1ccc(NC(=O)c2ccc(Cl)cc2Cl)c(C(=O)c2ccccc2)c1
29: CCOc1cccc(Oc2ccc(C(F)(F)F)cn2)c1
30: COc1ccc(-c2csc(NC(=O)c3ccccc3NS(=O)(=O)c3ccc(C)cc3)n2)cc1

Compound	25	26	27	28	29	30
JMJD2A Tudor inh	u	-30%	-12%	4%	86%[activator]	u
HP1b chromo inh	u	9%	21%	30%	133%[activator]	u
GLS inhibitor	-21%	-2%	9%	7%	-7%	15%
PGK inhibitor	-5%	i	-3%	-3%	i	-4%
Pin1 inhibitor	-3%	-1%	3%	10%	1%	-3%
BAZ2B block	-35%	u	2%	2%	81%[activator]	35µM*
G9a block	u	x	1%[12.7 µM]	0%[59 µM]	55%[activator]	u
BLM inh	-4%	-4%	2%	-7%	-4%	-21%
Pol iota inh	14%	11%	22%	3%	24%	32µM*

Full records, looked up by structure. Order of screens: JMJD2A Tudor inh | HP1b chromo inh | GLS inhibitor | PGK inhibitor | Pin1 inhibitor | BAZ2B block | G9a block | BLM inh | Pol iota inh
OC1CCC(Nc2ncnc3sccc23)CC1 (configuration not stated) is entered as 0% | 16% | -14% | i | 3% | -1% | -3% | -2% | u
O=C(C[n+]1cnn(CC(=O)c2ccc(Cl)cc2Cl)c1)c1ccc([N+](=O)[O-])cc1 is entered as u | -10% | -3% | -8% | 12% | -37% | 21%[59 µM] | -8% | 2%

The listing continues.
31: CCN(CC)CCCNC(=S)N1CCN(c2nc3ccccc3n2CC)CC1
32: C/C(Cl)=C/Cc1c(C)[nH]c2c(ccc3ccccc32)c1=O
33: CCn1c(SCC(=O)Nc2nc3ccc(OC)cc3s2)nc2c1c(=O)n(C)c(=O)n2C
34: COc1ccccc1Oc1nc([N+](=O)[O-])nn1CC(N)=O
35: Cc1cc(-c2nnc(SCC(=O)Nc3ccccn3)o2)no1
36: CCn1cnc2sc(C(=O)Nc3ccc4c(c3)OCO4)c(C)c2c1=O

Compound	31	32	33	34	35	36
JMJD2A Tudor inh	-18%	-16%	-12%	11%	u	8%
HP1b chromo inh	42%[activator]	34%	27%	15%	19%	8%
GLS inhibitor	5%	-7%	-6%	-6%	1%	-10%
PGK inhibitor	-11%	0%	i	3%	-8%	-10%
Pin1 inhibitor	-4%	-4%	23%	-1%	-3%	3%
BAZ2B block	-4%	u	-1%	1%	-12%	4%
G9a block	-8%[59 µM]	x	-3%[59 µM]	14%[59 µM]	41%[activator][59 µM]	-37%[59 µM]
BLM inh	5%	-2%	0%	-3%	-5%	-1%
Pol iota inh	38%[activator]	11%	-17%	86%[activator]	59%[activator]	6%

37: CC(C)Cn1c(CNC(=O)c2ccccc2)nc2ccccc21
38: C#CCNC(=O)C1=C[C@H](C)C[C@H](OCc2ccc(CO)cc2)O1
39: Cc1ccc(C(=O)c2cn(Cc3ccccc3)c3cc4c(cc3c2=O)OCCO4)cc1
40: O=C(COC(=O)c1ccc(NC(=O)C2CC=CCC2C(=O)O)cc1)c1ccccc1 (configuration not stated)
41: COc1ccc(CNCc2c(C(=O)O)c(C)n(Cc3ccc(Cl)cc3)c2C)c(OC)c1
42: COc1cccc(NC(=O)CN(C)C(=O)CCc2nc3sc4c(c3c(=O)[nH]2)CCCC4)c1

Compound	37	38	39	40	41	42
JMJD2A Tudor inh	-14%	-24%	-33%	-4%	-23%	-34%
HP1b chromo inh	40%[activator]	27%	46%	24%	21%	3%
GLS inhibitor	-4%	5%	0%	-7%	-5%	2%
PGK inhibitor	-1%	i	-4%	-12%	i	-6%
Pin1 inhibitor	5%	-4%	-3%	-4%	-4%	71%[activator]
BAZ2B block	-4%	x	-2%	u	-22%	u
G9a block	-28%	x	-44%[59 µM]	-47%	-4%[59 µM]	-11%
BLM inh	-9%	x	-5%	-4%	0%	-20%
Pol iota inh	-1%	8%	19%	-6%	33%[activator]	28µM*

Not all compounds are listed; rates above refer to the full screens.
